# Bioassay records (PubChem)
# mouse EphA4 binding: EphA4 ligand-binding antagonists – biochemical, colorimetric, mouse EphA4, primary screen (AID 689). inhibition, % at 10 µM; hits with a dose series show IC50 in µM. hit rate 0.1% among 62,000. EphA4-AP binding to KYL peptide, pNPP A405; higher % means a stronger effect; in the data active = a potency from the dose series; inactive = the rest, 99 in 100 with inhibition below about 22%
# Numbers without * were called inactive.
SMILES,mouse EphA4 binding
CCOC(=O)N1CCN(C(=O)CNCc2cccs2)CC1,-22%
C=CCn1c(-c2ccco2)n[nH]c1=S,-14%
CCCCCCc1c(O)nc(SCC(=O)O)[nH]c1=O,4%
CCOC(=O)c1cnc2scnn2c1=O,-9%
CCCc1cc2c(=O)c(-c3ccccn3)c(C)oc2cc1O,-12%
O=C1Cn2c(nc3ccccc32)N1c1cccc(C(F)(F)F)c1,-9%
Cc1ccc(C(=O)COC(=O)c2cc(Cl)nc3ccccc23)cc1C,3%
Cc1nc2ccc(NC(=O)c3cc(S(=O)(=O)N4CCOCC4)ccc3C)cc2s1,-3%
O=C(NCCCN1CCOCC1)C1CCC(=O)N1CCc1ccccc1 (stereo unspecified),-18%
CN1CCN(CC#CC2(O)CCCCC2)CC1,-31%
CSc1nc(-c2ccco2)nn1C(=O)CCc1ccccc1,-14%
O=C(O)c1ccc(NC(=O)c2cc3cc([N+](=O)[O-])ccc3oc2=O)cc1,-3%
CCOc1ccc(CCNC(=O)CCc2nc(-c3ccc(C)cc3)no2)cc1OCC,1%
Brc1ccc(C2=CC(c3ccco3)n3ncnc3N2)cc1 (stereo unspecified),-46%
O=C(c1cccnc1)N1CCN(CCCc2ccccc2)CC1,-9%
CCOc1ccc(NC(=O)N2CCC(NC(=O)c3ccco3)CC2)cc1,-8%
O=C(c1cc2c(s1)-c1ccccc1S(=O)(=O)C2)N1CCN(Cc2ccccc2)CC1,-9%
O=S(=O)(Nc1ccc(O)cc1)c1cccc2cccnc12,16%
COCCOC(=O)c1c(C)oc2ccc(OC(=O)c3ccc(OC)c(OC)c3)cc12,5%
S=c1[nH]nc(CSc2nc3ccccc3s2)n1-c1ccccc1,2%
N#CCOc1nc(N2CCCC2)nc(N2CCCC2)n1,1%
COc1ccc(C=O)cc1COc1ccc(C)cc1[N+](=O)[O-],6%
Cc1cc(/C=C2\SC(=Nc3ccccc3)NC2=O)c(C)n1-c1ccc(S(N)(=O)=O)cc1,-9%
Oc1c(CN2CCOCC2)cc(-c2ccccc2)cc1CN1CCOCC1,-5%
CC(C)(C)n1ncc2c(=O)n(CC(=O)N3CCCCCC3)cnc21,1%
Cc1ccc(C2CC(C(F)(F)F)n3nc(C(=O)NCc4c(C)nn(C)c4C)c(Cl)c3N2)cc1 (stereo unspecified),-11%
COc1ccc(-n2nc3c(c2NC(=O)C24CC5CC(CC(C5)C2)C4)CS(=O)C3)cc1 (stereo unspecified),0%
Cc1ccc(NC(=O)CN(C)S(=O)(=O)c2cccc3cccnc23)cc1,-4%
CC(C)OC(=O)c1c(N)n(CCCN2CCOCC2)c2nc3ccccc3nc12,-14%
CN(C=O)CP(=O)(O)CN1CCCCC1,2%
N#Cc1c(Cl)c(Cl)c2nnc(-c3ccc(Br)cc3)n2c1Cl,-4%
COC(=O)c1[nH]c(C)c(/C(O)=C2\C(=O)C(=O)N(CCN3CCOCC3)C2c2ccccc2OC)c1C (stereo unspecified),-29%
COc1ccc2c(c1)c(=O)oc1c(C)c(OCC(=O)N3CCc4ccccc4C3)ccc12,-7%
CC1(C)Cc2c(sc3c2c(=N)n(Cc2ccco2)c(=O)n3Cc2ccc(F)cc2)CO1,-7%
CCOc1ccc(S(=O)(=O)N(CC(=O)N/N=C/c2ccc(-c3ccc([N+](=O)[O-])cc3)o2)c2ccccc2)cc1,46µM*
CCN1CCN(c2nc3c(c(=O)[nH]c(=O)n3C)n2CCSc2nc3ccccc3s2)CC1,-1%
O=C(NCc1ccc(Cl)cc1)c1ccc(Cn2cc(C(F)(F)F)ccc2=O)cc1,-15%
CCOC(=O)CCC(=O)Nc1cc(-c2cccc(C)c2)[nH]n1,12%
COc1ccc(NC(=O)CSc2nc(C)cs2)cc1OC,9%
O=C(Oc1cccc(-n2cnnn2)c1)C1CCCCC1,0%
O=C(CSc1nc2ccccc2o1)Nc1nc2ccccc2s1,-5%
O=C(Nc1ccc2c(c1)CCC2)C1CCN(c2ncccn2)CC1,3%
Cc1c(N2C(=O)CS/C2=N\N=C\c2ccccc2O)c(=O)n(-c2ccccc2)n1C,11%
CCOC(=O)C1CCCN(C(=O)c2ccco2)C1 (stereo unspecified),1%
COC(=O)C1=C(C)NC(=O)/C1=C\c1cccs1,5%
COC(=O)c1sc2nc(-c3ccco3)ccc2c1N,-6%
O=C(Nc1ccc(Cl)cc1)C1C2CCC3C(CCC21)C3(Cl)Cl (stereo unspecified),-1%
Cc1c(-n2cc(C(=O)c3cc(Cl)ccc3O)cc(C#N)c2=O)c(=O)n(-c2ccccc2)n1C,-10%

# Taken from above:
# Entry of O=C(Nc1ccc2c(c1)CCC2)C1CCN(c2ncccn2)CC1 under mouse EphA4 binding: 3%
# Entry of Cc1c(N2C(=O)CS/C2=N\N=C\c2ccccc2O)c(=O)n(-c2ccccc2)n1C under mouse EphA4 binding: 11%

# (listing goes on)
SMILES,mouse EphA4 binding
Cc1ccc(C2/C(=C(/O)c3ccccc3)C(=O)C(=O)N2CCN2CCOCC2)o1 (stereo unspecified),-22%
O/N=C(/Cc1ccccn1)c1ccccc1,-10%
Fc1ccc(-n2[nH]nnc2=S)cc1N1CCCC1,18%
CC(C)Cn1c(N)c(C(=O)NCC2CCCO2)c2nc3ccccc3nc21 (stereo unspecified),19%
CCc1ccc(-c2nc(CN3CCC(C(=O)NCc4ccc(F)cc4)CC3)c(C)o2)cc1,3%
CCCCOc1ccc(C(=O)Nc2ccc(Cl)cn2)cc1,-11%
CCOc1cc(C(=O)N(C)c2ccccc2)cc(OCC)c1OCC,-3%
Cc1ccc(NC(=O)CN(c2cc(C)cc(C)c2)S(=O)(=O)c2c(C)noc2C)nc1,-8%
COc1ccc2c(c1)CCCC21NC(=O)N(CC(N)=O)C1=O (stereo unspecified),-17%
CN(C)c1ccc(-n2cccc2/C=C2/SC(=Nc3ccc(F)cc3)NC2=O)cc1,9%
O=C1CN(S(=O)(=O)c2ccccc2)CCN1S(=O)(=O)c1ccccc1,-6%
O=C(Nc1ccc2c(c1)ncn2C1CCCCC1)c1ccco1,-19%
Cc1cc(NC(=O)CCN2C(=O)C3C4C=CC(C4)C3C2=O)c2ccccc2n1 (stereo unspecified),-31%
Cc1cc(C)nc(NCC(O)COc2ccccc2C)n1 (stereo unspecified),-4%
Cc1ccc(NC(=S)NC(NC(=O)c2ccccc2C)C(Cl)(Cl)Cl)c(C)c1 (stereo unspecified),11%
COc1cc(OC)cc(-c2nnc(SCc3cccnc3)o2)c1,0%
O=C(Nc1ccccc1Br)c1ccc(OC(F)F)cc1,13%
O=C(Nc1ccc2nc(C3CC3)n(Cc3ccc(F)cc3)c(=O)c2c1)c1ccco1,-19%
O=C(NNS(=O)(=O)c1ccc(Cl)cc1)NC1CCCCC1,-19%
O=S(=O)(N[C@@H]1C[C@H]2CC[C@@H]1C2)c1cccs1,-11%
CC1(C)Oc2ccc3ccc(=O)oc3c2/C(=C/NCCO)C1=O,1%
O=C(N[C@@H](Cc1ccccc1)C(=O)O)c1cccnc1,-3%
CCCCOc1ccccc1C1NC(=O)NC(C)=C1C(=O)OCCOCC (stereo unspecified),-19%
CCOC(=O)c1cc(-c2ccc(C)o2)nn1CCC#N,-26%
CC(NC(=O)OC(C)(C)C)C(=O)Oc1ccc2ccc(=O)oc2c1 (stereo unspecified),-1%
COC(=O)COc1ccc(C=C2C(=O)NC(=S)NC2=O)cc1OC,-7%
COc1ccc(C(=O)Nn2c(SCC(=O)NCc3ccccc3)nc3ccccc3c2=O)cc1,1%
O=C(c1cnn2c1NC(c1cccs1)CC2C(F)(F)F)N1CCN(C(c2ccccc2)c2ccccc2)CC1 (stereo unspecified),-10%
CC(C)OCCCNC(=O)C1CC(=O)N(C2CCCCCCC2)C1 (stereo unspecified),-11%
O=C(NCc1ccco1)c1cc(-c2ccc(F)cc2)on1,4%
CC(=O)c1ccc(OCC(O)CN2CCN(Cc3ccccc3)CC2)cc1 (stereo unspecified),8%
CCCC(=O)NC(c1ccc(Cl)cc1)c1ccc2cccnc2c1O (stereo unspecified),14%
CC1(C)Cc2c(sc3ncn(N)c(=N)c23)CO1,1%
Cc1cccc(-n2c(SCC(=O)N3CCCC3)nnc2-c2ccccn2)c1C,-19%
COC(=O)c1ccc(Cn2c(CN3CCOCC3)nc3ccccc3c2=O)o1,-3%
CCCOC(=O)c1ccc2c(c1)C(=O)N(c1ccccc1)C2=O,6%
CCCc1cc(N2CCCC(C(=O)NCC)C2)n2ncnc2n1 (stereo unspecified),-4%
COc1cccc(CNC(=O)C2CCN(S(=O)(=O)N3CCCCC3)CC2)c1,-14%
O=S(=O)(N/N=C/c1ccc2c(c1)OCCO2)c1ccc(Cl)cc1,-12%
Cc1ccc(S(=O)(=O)/N=C(\N)Nc2nc(C)c3ccccc3n2)cc1,9%
COc1ccc(N2CCN(C(c3cc4cc(C)ccc4[nH]c3=O)c3nnnn3Cc3ccccc3)CC2)cc1 (stereo unspecified),0%
Cc1cc2cc(CN(C(=O)C3CC3)C3CCCC3)c3nnnn3c2cc1C,-19%
O=C(O)c1ccc(OC(F)(F)C(F)C(F)(F)F)cc1 (stereo unspecified),-15%
N#Cc1c2c(c(N3CCN(c4ccccn4)CC3)n3c1nc1ccccc13)CCC2,-2%
Cc1c(OCC(=O)OC(C)(C)C)ccc2c(-c3ccccc3)cc(=O)oc12,-1%
Cn1cccc1Cc1nnc(SCC(=O)N2CCCCCC2)n1-c1ccc(F)cc1,-14%
Cc1ccc(C2CC(c3ccccc3Cl)n3nc(N)nc3N2)cc1 (stereo unspecified),-13%
Cc1oc(-c2ccc(Cl)cc2)nc1CN1CCC(C(=O)N2CCc3ccccc3C2)CC1,11%
CCn1cc(C(=O)N2CCN(Cc3ccc4c(c3)OCO4)CC2)c2cc(OC)c(OC)cc2c1=O,-1%
CCN1CCN(C(=O)c2ccc(Cn3c(=O)[nH]c4cc(OC)c(OC)cc4c3=O)cc2)CC1,-1%
Cc1cccn2c(=O)c3cc(C(N)=S)c(=N)n(CCCOC(C)C)c3nc12,13%
COC(=O)C(CC(C)C)NC(=O)c1ccc([N+](=O)[O-])c(C)c1 (stereo unspecified),-7%
Cc1cc(C)cc(NC(=O)Cn2c(=O)oc3cc(S(=O)(=O)N4CC(C)CC(C)C4)ccc32)c1 (stereo unspecified),-14%
CCOc1cc(CNCCO)cc(Br)c1OCc1ccc(Cl)cc1Cl,4%
CN(CCOc1ccc(Cl)cc1)c1ccc(S(=O)(=O)N2CCCCC2)cn1,15%
COC(=O)c1cn[nH]c1NC(=S)Nc1ccccc1C,2%
COc1cccc(-c2[nH]nc3c2C(c2ccsc2)C(C#N)=C(N)O3)c1 (stereo unspecified),1%
CCN(CC)CCNC(=O)CS(=O)Cc1nc(-c2ccc(Cl)cc2)oc1C (stereo unspecified),-4%
COc1ccc2ccc3c(c2c1)N=C[C@]1(O3)N(C)c2ccccc2C1(C)C,-3%
O=C(c1cc2ccccc2oc1=O)N(Cc1ccc2c(c1)OCO2)Cc1ccco1,2%
# More records follow:
SMILES,mouse EphA4 binding
Clc1ccccc1CN1CCN(N=Cc2ccccc2)CC1,-2%
COc1cccc(-c2cc(C(=O)N/N=C/c3ccc(OC)c(COC(C)=O)c3)c3ccccc3n2)c1,-12%
Cc1cc(C)cc(NC(=O)NCc2nnc(SCc3ccccc3)n2C)c1,-14%
Cc1ccc(Cl)cc1NC(=O)c1ccccc1C(F)(F)F,-6%
O=C(NCCNc1ccc([N+](=O)[O-])cc1)c1cccc(Br)c1,1%
CCOc1ccccc1NC(=O)CCC(=O)Nc1ccc2nc(N3CCN(C)CC3)cc(C)c2c1,-7%
O=C(Nc1cc(S(=O)(=O)N2CCOCC2)ccc1O)c1ccco1,-4%
COCCCNC(=O)c1ccc(I)cc1,6%
CCOc1ccc(N(CC(=O)OC)S(=O)(=O)c2c(C)noc2C)cc1,6%
O=c1[nH]c(CSc2ncc(-c3ccc(F)cc3)n2Cc2ccco2)nc2ccccc12,-8%
CC(=O)OC(C)(C)C#CCN1CCCC1,-7%
CN(C)CCCNC(=O)N1CCOCC1,-4%
COc1ccc(NC(=O)c2c(C(F)(F)F)nn(C)c2SCc2ccccc2Cl)cc1,-11%
c1ccc(-c2nnc(CSc3nnc(-c4ccncc4)n3Cc3ccco3)o2)cc1,-18%
CCCn1c(NCc2c[nH]c3ccccc23)nc2ccccc21,4%
Cc1ccc(C2=CSC3=NCCN23)c(C)c1,-12%
COc1ccc(-c2ccnc3nc(Sc4ncc(C(F)(F)F)cc4Cl)nn23)cc1,13%
COc1ccc(OC)c(C(=O)c2coc3ccc(O)c(CN(C)C)c23)c1,12%
COC(=O)c1ccc(/C=C2\C(=O)NC(=O)N(c3cc(C)cc(C)c3)C2=O)cc1,6%
CC(OC(=O)c1nn(C)c(=O)c2ccccc12)C(=O)NCc1ccc2c(c1)OCO2 (stereo unspecified),-8%
O=C(NCCc1ccccc1)C1CCN(S(=O)(=O)c2ccc(-n3cnnn3)cc2)CC1,-9%
CC1CCC/C(=N\NC(=O)COc2ccc(Cl)cc2Cl)C1 (stereo unspecified),-10%

# Grouped by structure, those above containing an NH in an aromatic ring.
SMILES,mouse EphA4 binding
C=CCn1c(-c2ccco2)n[nH]c1=S,-14%
CCCCCCc1c(O)nc(SCC(=O)O)[nH]c1=O,4%
S=c1[nH]nc(CSc2nc3ccccc3s2)n1-c1ccccc1,2%
COC(=O)c1[nH]c(C)c(/C(O)=C2\C(=O)C(=O)N(CCN3CCOCC3)C2c2ccccc2OC)c1C (stereo unspecified),-29%
CCN1CCN(c2nc3c(c(=O)[nH]c(=O)n3C)n2CCSc2nc3ccccc3s2)CC1,-1%
CCOC(=O)CCC(=O)Nc1cc(-c2cccc(C)c2)[nH]n1,12%
Fc1ccc(-n2[nH]nnc2=S)cc1N1CCCC1,18%
COc1ccc(N2CCN(C(c3cc4cc(C)ccc4[nH]c3=O)c3nnnn3Cc3ccccc3)CC2)cc1 (stereo unspecified),0%
CCN1CCN(C(=O)c2ccc(Cn3c(=O)[nH]c4cc(OC)c(OC)cc4c3=O)cc2)CC1,-1%
COC(=O)c1cn[nH]c1NC(=S)Nc1ccccc1C,2%
COc1cccc(-c2[nH]nc3c2C(c2ccsc2)C(C#N)=C(N)O3)c1 (stereo unspecified),1%
O=c1[nH]c(CSc2ncc(-c3ccc(F)cc3)n2Cc2ccco2)nc2ccccc12,-8%
CCCn1c(NCc2c[nH]c3ccccc23)nc2ccccc21,4%

# Some of the compounds tested. The share of hits here may be higher or lower than overall.
